Polio RdRp inh: poliovirus RNA polymerase inhibition | % elongation, % (compound at 16.7 µg/mL) | poliovirus polymerase elongation, fluorescence polarization; hits give low values | P03300 | 0.66% of 150,000 active; in the data active = % elongation below about 90%; also: some results filed as inactive read as strong as hits
Target sequence (P03300 1749-2209 limits assumed): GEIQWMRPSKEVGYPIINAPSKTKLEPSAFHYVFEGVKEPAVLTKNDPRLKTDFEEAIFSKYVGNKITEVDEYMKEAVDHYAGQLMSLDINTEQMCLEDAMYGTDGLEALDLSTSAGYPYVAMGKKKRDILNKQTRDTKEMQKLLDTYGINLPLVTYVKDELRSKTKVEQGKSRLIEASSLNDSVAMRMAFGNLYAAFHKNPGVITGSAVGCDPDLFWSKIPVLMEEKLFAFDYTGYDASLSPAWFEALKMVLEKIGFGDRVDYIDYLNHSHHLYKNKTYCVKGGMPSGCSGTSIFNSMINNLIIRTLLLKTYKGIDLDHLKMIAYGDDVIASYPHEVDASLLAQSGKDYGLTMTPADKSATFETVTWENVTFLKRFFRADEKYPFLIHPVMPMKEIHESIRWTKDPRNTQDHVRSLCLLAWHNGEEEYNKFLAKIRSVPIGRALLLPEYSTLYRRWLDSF
Polio RdRp inh FP z-score: second read-out of Polio RdRp inh, no call of its own (marks repeat the call); z-score; measured here: FP z-score; hits read low
Active calls of the source: *; & = joins results of further samples. These rows are one share of the data, so the mix of outcomes need not match the whole.

mol	Polio RdRp inh	Polio RdRp inh FP z-score
Oc1ccc(-c2nc3ccc(Cl)cn3c2Nc2ccc3c(c2)OCO3)cc1	105	0.2
COC(=O)c1ccccc1NC(=O)Cn1c(=O)nc(-c2ccccc2)c2cc(Cl)ccc21	100	-0.9
Cc1ccc(C(=O)n2c(O)c(C3=NCCCCC3)c3ccccc32)cc1	103	0.4
CCCCNC(=O)c1cnn2c(C(F)F)cc(-c3ccccc3)nc12	100	-0.3
CC(C(N)=O)N(c1ccc(Cl)cc1)S(C)(=O)=O (configuration not stated)	102	0.6
CC(C)NC(=O)c1ccccc1NC(=O)c1ccco1	102	0
Nc1ccc2oc3c(c2c1)CCCC3	102	0.1
CCc1ccc(NC(=O)Nc2nnc(N3CCCCC3)s2)cc1	101	-0.6
O=C1CN(C(=O)CCC(=O)c2ccc(Br)cc2)CCN1	112	1.3
O=C(NCc1cccs1)c1ccc(CSc2nc3ccncc3n2Cc2cccc(F)c2)cc1	105	-0.3
CCOC(=O)C1=C(CN(C)c2ccccc2)NC(=O)NC1c1ccc(C)cc1 (configuration not stated)	102	0.2
CCSc1nnc(Cc2ccccc2)o1	101	0.2
Cc1sc2ncn(CC(=O)N3CCN(c4ccccc4)CC3)c(=O)c2c1S(=O)(=O)N1CCN(c2ncccn2)CC1	107	0.6
Cc1nc2c(-c3ccccc3)c(C)nn2c(C)c1CCC(=O)NC(C)c1ccccc1 (configuration not stated)	108	0.2
COc1cccc(N2CCN(C(=O)c3cnc4c(-c5ccccc5)c(C)nn4c3C)CC2)c1	116	0.9
CCC1(O)CC(C(=O)OC)=NN1C(=O)c1ccccc1 (configuration not stated)	99	-0.7
Cc1ccc(C(=O)c2ccccc2C(=O)O)c(C)c1	101	0.6
CCn1c(N)c(C(=O)NC)sc1=S	97	-1.7
COc1cc(/C=C2/N=C(C)OC2=O)cc(OC)c1OC	113	1.6
Cc1cc(C(=O)OCC(=O)c2ccc3[nH]c(=O)[nH]c3c2)c2ccccc2n1	90*	-1.8*
CC(C)Cn1c(=O)c2ccccc2c2ccccc2c1=O	103	0.8
COc1ccc(Nc2oc(-c3ccc(COc4ccccc4C)o3)nc2C#N)cc1	105	0.2
O=C(N/N=C/c1cn(-c2ccccc2)nc1-c1cccs1)c1cccs1	104	0.4
CCc1ccc(CNC(=O)C2Cc3cc(S(=O)(=O)N4CCCCCC4)ccc3N2C(C)=O)cc1 (configuration not stated)	105	-0.3
c1ccc(Cc2ccc[n+](Cc3ccccn3)c2)cc1	107	0.5
O=C(COC(=O)c1cc(-c2cccs2)nc2ccccc12)c1ccccc1	109	1.3
Nc1ccc(Oc2ccc3ccccc3c2Cl)c(Cl)c1	103	0.6
CN1CCN(C(=O)CCc2nc3ccccc3n2-c2ccccc2)CC1	101	-0.3
O=C(NCc1ccc(-n2cccc2)cc1)c1cccs1	104	0.7
O=C(Cn1cc(/C=C2/C(=O)NC(=O)N(Cc3ccco3)C2=O)c2ccccc21)NCC1CCCO1 (configuration not stated)	102	-0.1
Cc1cccn2c(=O)c3cc(C(=O)NCCCN4CCCC4=O)n(C)c3nc12	102	0.1
CCc1ccccc1Nc1sc(C(=O)c2ccccc2)c(N)c1S(=O)(=O)c1ccccc1	107	0.1
CCCCN1C(=O)c2cccc3c(Cl)ccc1c23	100	-0.1
CC(C)N(Cc1ccccc1)C(=O)Cn1c(=O)oc2ccccc21	98	-0.5
O=c1c(-c2cccs2)nc2ccccc2n1C1CCCCC1	118	1.8
O=C(CCCSc1nc2ccc(Cl)cc2s1)c1ccc(F)cc1	103	0.1
c1cncc(CNC2CC2)c1	102	0.1
Cc1cc2c(cc1S(=O)(=O)N1CCCC1)n(C)c(=O)c(=O)n2C	104	0.3
CN(C)/C=N/NC(=O)c1cc(COc2cc(Cl)cc(Cl)c2)on1	104	0.6
O=C(COc1ccccc1)Nc1nccs1	103	0.1
COc1ccc(Cc2nnc(SCC(=O)Nc3ccc(S(=O)(=O)N4CCCCCC4)cc3)o2)cc1	104	0.4
Cc1nc(-c2ccc3c(c2)OCCO3)cs1	78*	-3*
O=C(CC1Oc2ccccc2NC1=O)Nc1cc(Cl)cc(Cl)c1 (configuration not stated)	103	0.7
Cc1ccc(-c2cc(C(F)(F)F)c(C#N)c(SCC(=O)Nc3ccccc3)n2)cc1	111	1.5
O=C(OCC1OC(n2ccc(=O)[nH]c2=O)C(O)C1OC(=O)c1ccccc1)c1ccccc1 (configuration not stated)	106	0.4
c1ccc(-c2nc(N3CCCC3)nc(-n3ccnc3)n2)cc1	111	1.2
CCc1cccc(NS(=O)(=O)c2ccc3c(c2)N(C)CCO3)c1	102	0.3
O=C(Nc1cc(=O)c2ccccc2o1)OCc1ccccc1	100	-0.3
C/C(=N\NC(N)=O)C1(C)N(O)C(C)(C)C(c2ccco2)=[N+]1[O-] (configuration not stated)	104	0.2
Cc1ccc(NC(=O)CSc2nc(=O)n(Cc3ccccn3)c3c2CCC3)cc1F	97	-1.6

The list goes on.
mol	Polio RdRp inh	Polio RdRp inh FP z-score
Cc1cccc(NC(=O)c2cccc(N3C(=O)CCC3=O)c2)c1	108	3
O=C(OCc1ccccc1)c1ccccn1	102	0.2
N#CC(C#N)=c1s/c(=C\c2ccc(-c3ccccc3Cl)o2)c(=O)n1-c1ccccc1	46	-8.2
CCC1CCCCN1C(=O)c1cn(C)c(=O)c2cc(OC)c(OC)cc12 (configuration not stated)	100	0
CCOc1ccc(CNC(=O)c2cnc3sc(N4CCC(C)CC4)nn3c2=O)cc1OC	98	-1.7
Cc1ccc(OCc2nc(SCC(=O)c3ccc4c(c3)OCO4)n[nH]2)cc1	98	-0.3
CCCn1c(C)cc(/C=C(\C#N)C(N)=S)c1C	101	0
CCN(CC)C(=O)c1sc(NC(=S)NCCn2cc(Br)cn2)c(C(=O)OC)c1C	101	0.5
O=C(NCCc1ccc(F)cc1)C(=O)NCC(c1ccco1)S(=O)(=O)c1cccs1 (configuration not stated)	103	-0.8
O=C(O)CCNS(=O)(=O)c1ccccc1C(F)(F)F	101	0
CCN(CC)c1nc(C)nc2sc(C(=O)Nc3cc(Cl)ccc3OC)c(C)c12	102	0.3
COc1ccc(N2COc3cc4c(cc3C2)OCO4)cc1	103	0.3
CC(=O)Nc1ccc(S(=O)(=O)NC2CCCCC2C)cc1 (configuration not stated)	106	1.8
Fc1ccccc1Cn1nnc2ccccc21	100	-0.3
Cc1ccc(-c2cc(-c3ccc4c(c3)NC(=O)CO4)nc3c2COc2ccccc2-3)cc1	104	-0.2
O=C1CN(C(=O)Cc2ccsc2)c2ccccc2N1	74	-1.7
O=C(CSc1nc2[nH]ncc2c(=O)n1-c1ccccc1)c1ccc2c(c1)OCCO2	99	-0.6
CCOc1ccc(-c2nc(CNCCN3CCOCC3)cs2)cc1OC	102	-0.2
CC(=O)OCOC(c1cc([N+](=O)[O-])ccc1Oc1ccc(Br)cc1)[P+](=O)OCOC(C)=O (configuration not stated)	100	0
COC(=O)C(CCSC)NC(=O)C1CCN(c2ncnc3c2nc2n3CCCCC2)CC1 (configuration not stated)	108	0.3
O=C(NC1CCCCC1)NC1(C(=O)N2CCN3CCCC3C2)CCCCC1 (configuration not stated)	102	-0.1
O=S(=O)(c1ccc(N=C=S)cc1)N1CCOCC1	106	0.3
CNC(=O)c1ccc(N2CCSc3ccccc32)s1	101	0
Cc1csc2nc(COC(=O)c3ccccc3NC(=O)COc3ccccc3F)cc(=O)n12	113	1.6
CCS(=O)(=O)CCn1c([N+](=O)[O-])cnc1C	103&101	0.4&0.4

Reprinted from the part before: 2 compounds, then new ones.
mol	Polio RdRp inh	Polio RdRp inh FP z-score
Cc1csc2nc(COC(=O)c3ccccc3NC(=O)COc3ccccc3F)cc(=O)n12	113	1.6
CCS(=O)(=O)CCn1c([N+](=O)[O-])cnc1C	103&101	0.4&0.4
C=CCNC(=O)CSc1nc2ccccc2o1	109	0.6
CCCCNC(=O)CSc1nc2ccccc2nc1Cc1ccc(Cl)cc1	114	1.7
O=C(O)CNS(=O)(=O)Cc1ccccc1	102	-0.1
Cc1ccc(Cl)c(NC(=O)COC(=O)c2ccncc2)c1Cl	102	0.3
CC1CCCCN1S(=O)(=O)c1ccc2c(c1)oc(=O)n2CC(=O)Nc1ccc(Cl)cc1 (configuration not stated)	107	0.7
CCCOc1cccc(C(=O)N(Cc2sccc2C)C2CCS(=O)(=O)C2)c1 (configuration not stated)	121	0.4
CC(C)NC(=O)C1CCN(C(=O)NCc2ccccc2)CC1	100	-0.6
Cc1c(NC(=O)c2cccs2)cccc1-c1nc2cc(Cl)ccc2o1	107	0
O=C(CSc1nccn1-c1ccc(Cl)cc1)Nc1cccc2ccccc12	109	0.5
COc1ccc(-c2noc(-c3ccc(NCC4CCCO4)c([N+](=O)[O-])c3)n2)cc1 (configuration not stated)	110	0.6
Cc1cc(NC(=O)COc2ccccc2)no1	99	-0.8
Cc1ccc(C)c(NC(=O)N(C)CCc2c(C)nn(C)c2C)c1	105	-0.2
COc1ccc(-n2cc(C(=O)Nc3cccc(SC)c3)nn2)cc1	102	0.2
COc1cc2[nH]c(=O)n(CCCC(=O)N(C)Cc3ccccc3)c(=O)c2cc1OC	105	0.1
CCn1c(=S)[nH]c2cc3ccccc3cc2c1=O	105	0.4
CC1=CCC(c2cnc(-c3ccccc3)c(C)c2)N(C)C1c1ccccc1 (configuration not stated)	101	-0.1
O=C(c1ccccc1)c1cn(Cc2ccc(F)cc2)c2ccccc2c1=O	106	-0.3
O=C(CCCN1Cc2ccccc2C1)c1ccc(F)cc1	104	0.1
Cc1cc(C)cc(NC(=O)C2CCN(S(=O)(=O)c3ccc4c(c3)oc(=O)n4C)CC2)c1	105	-0.5
COc1ccc(-c2cc3c(S(=O)(=O)c4ccccc4)cc(NC(=O)c4ccco4)cc3n2C)cc1	104	0.7
CC1=CC(=O)N(c2ccc(C3CCCCC3)cc2)C1=O	104	0.5
CCOc1ccc(CCNC(=O)CCc2cn(Cc3ccc(C)cc3)c3ccccc23)cc1	109	0.5
CSc1cccc(NC(N)=O)c1	103	0.1
Cc1ccc(-c2cc3ncc(C(=O)c4cc([N+](=O)[O-])ccc4O)cn3n2)cc1	100	-1.3
NCc1nc2ccccc2c(=O)[nH]1	100	-0.5

Gathered by group, the compounds so far containing a thiophene ring, fused or not
mol	Polio RdRp inh	Polio RdRp inh FP z-score
O=C(NCc1cccs1)c1ccc(CSc2nc3ccncc3n2Cc2cccc(F)c2)cc1	105	-0.3
Cc1sc2ncn(CC(=O)N3CCN(c4ccccc4)CC3)c(=O)c2c1S(=O)(=O)N1CCN(c2ncccn2)CC1	107	0.6
O=C(N/N=C/c1cn(-c2ccccc2)nc1-c1cccs1)c1cccs1	104	0.4
O=C(COC(=O)c1cc(-c2cccs2)nc2ccccc12)c1ccccc1	109	1.3
O=C(NCc1ccc(-n2cccc2)cc1)c1cccs1	104	0.7
CCc1ccccc1Nc1sc(C(=O)c2ccccc2)c(N)c1S(=O)(=O)c1ccccc1	107	0.1
O=c1c(-c2cccs2)nc2ccccc2n1C1CCCCC1	118	1.8
CCN(CC)C(=O)c1sc(NC(=S)NCCn2cc(Br)cn2)c(C(=O)OC)c1C	101	0.5
O=C(NCCc1ccc(F)cc1)C(=O)NCC(c1ccco1)S(=O)(=O)c1cccs1 (configuration not stated)	103	-0.8
CCN(CC)c1nc(C)nc2sc(C(=O)Nc3cc(Cl)ccc3OC)c(C)c12	102	0.3
O=C1CN(C(=O)Cc2ccsc2)c2ccccc2N1	74	-1.7
CNC(=O)c1ccc(N2CCSc3ccccc32)s1	101	0
CCCOc1cccc(C(=O)N(Cc2sccc2C)C2CCS(=O)(=O)C2)c1 (configuration not stated)	121	0.4
Cc1c(NC(=O)c2cccs2)cccc1-c1nc2cc(Cl)ccc2o1	107	0

Next entries follow:
mol	Polio RdRp inh	Polio RdRp inh FP z-score
COc1ccccc1CN=C1NC(=O)C(CC(=O)Nc2ccc(OC)c(OC)c2)S1 (configuration not stated)	101	0
O=C(CSc1nnc(C2CC2)n1C1CC1)c1cc(Cl)sc1Cl	100	-0.4
Cc1ccccc1CCNCc1c(C(=O)O)c(C)n(Cc2c(F)cccc2Cl)c1C	101	-0.8
CCN(CC)c1nc2ccccc2n1Cc1ccc(Cl)cc1	102	-0.2

Bioassay records (PubChem BioAssay)
